# From PubChem BioAssay
# NOD2 inhibition = NOD2 signaling inhibitors, cell-based, luminescence, uHTS, HEK293 (AID 1566); HEK293 NOD2/NF-kB luciferase reporter, luminescence; higher % means a stronger effect; inhibition, % at 4 µM; hits with a dose series show EC50 in µM; hit rate 0.63% among 290,000; in the data active means inhibition above about 50%; further: many of its hits are not listed in these tables
# Insulin prom up = insulin promoter activators in MIN6 cells, imaging, high-content screening, mouse beta cells; MIN6 insulin promoter-GFP reporter; stronger effect = higher value; z-score at 5 µM; hit rate 0.3% among 190,000; AID 1625, 2009;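 active means z-score above 3 at 5 µM with at least 500 cells counted in the well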
# NOD1 inhibition = NOD1 signaling inhibitors, primary screen, cell-based, luminescence, uHTS (AID 1578); NOD1-driven NF-kB luciferase reporter cells, luminescence; higher % means a stronger effect; one-dose inhibition, % at 4 µM; EC50 in µM for titrated hits; hit rate 1% among 290,000; in the data active means inhibition mostly above about 36%, no sharp cut-off; inactive means mostly below about 34%;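 further: HEK-293T reporter cells stimulated with the NOD1 agonist gamma-tri-DAP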
# bCat nuc transl = modulators of beta-catenin nuclear translocation, primary screen, imaging, HeLa cells, immunofluorescence, high-content; nuclear translocation activity, % at 5 µM; hit rate 0.3% among 190,000;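 active means nuclear translocation activity above 50% at 5 µM, with a well cell count of 50 or more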;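 further: per-cell ratio of nuclear to cytoplasmic median beta-catenin stain intensity; plate controls were DMSO negative control for no effect and GSK-3 inhibitor IX positive control for full effect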
#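 Test system: human HeLa cell line; Doses: 5 µM primary, 0.02–20 µM confirmation; Incubation: 24 h compound exposure, 37°C; Detection: beta-catenin immunofluorescence imaging with DAPI; Read-out: beta-catenin nuclear/cytoplasmic ratio, % activation.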
# Autophagy HCS = autophagy modulators in MEF cells, primary screen, imaging, high-content, MEF GFP-LC3 | AID 463193, 2010 | calls only at 10 µM (by protocol) | hit rate 0.98% among 190,000 | MEF GFP-LC3 puncta imaging; test concentration mostly 10 µM;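 active means percentage of spot-positive cells more than 3 SD above its plate mean, without a fluorescence outlier flag or 80% toxicity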;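 further: spot-positive cell cutoff set from DMSO-treated cells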
# Dynein transport = inhibitors of GR-EGFP nuclear translocation, primary screen, dynein cargo transport inhibitor project, imaging, high-content, 3617.4 mouse cells; AID 1381, 2008; z-score, hits read low; hit rate 0.47% among 220,000; test concentration mostly 20 µM; stimulated with dexamethasone, 1 µM; stronger effect = lower value;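 active means plate z-score of nuclear minus cytoplasmic receptor signal below a set negative limit, without overly bright fluorescence or cell loss, cut at about -3.5 in these data, passing the limit was not always enough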;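 further: z-score of nuclear minus cytoplasmic ring GR-EGFP intensity difference per well; some compounds called inactive have numbers as strong as hits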
#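 medium = tetracycline-free induction medium containing charcoal-stripped FBS | probe or stimulus = dexamethasone, 1.0 µM final | timing = 48 h induction, then 1 h compound, then 30 min agonist, 37 °C | detection = automated 10x imaging of fixed Hoechst-stained cells | read-out basis = nuclear versus cytoplasmic GR-EGFP signal, averaged per well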
# MT stabilizer = microtubule stabilizers in HeLa cells, primary screen, imaging, high-content imaging; HeLa tubulin immunostaining HCS, 24 h; share of cells brighter than vehicle mean+2SD; % tubulin-high responders, % at 10 µM; hit rate 0.83% among 200,000;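 active means plate Z-score above 3 for both tubulin-high and condensed-nucleus cell shares, with cell loss under 80%, at 10 µM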;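 further: anti alpha tubulin signal scored within the nucleus-defined area of each cell; some results filed as inactive read as strong as hits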
# Yfh1-off respiration = enhancers of respiration in Yfh1-depleted yeast, dose response, Friedreich's ataxia, plus single-dose screen (AID 1465). S. cerevisiae Yfh1-off respiration, WST-1 reduction, 72 h; higher fold induction means a stronger effect. fold induction at 50 µM, or EC50 in µM where a hit was titrated. hit rate 0.074% among 220,000;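 active means fold induction of absorbance versus untreated yeast above a set limit, then at least 30% activation at any dose in follow-up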;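 further: activators that raise dye reduction in frataxin-depleted yeast; strong numbers were not always called active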
# P. falciparum M17LAP = P. falciparum M17LAP inhibitors, primary screen, biochemical, fluorogenic H-Leu-NHMec substrate, 1536-well (AID 1619); Leucine aminopeptidase (Plasmodium falciparum (isolate 3D7)); recombinant M17LAP, H-Leu-NHMec fluorogenic kinetic assay; higher % means a stronger effect; inhibition, % at 30 µM; hits with a dose series show IC50 in µM; hit rate 0.38% among 220,000;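 active means compound inhibiting the enzyme by more than half at any dose during confirmatory dose-response retesting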;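 further: plate controls were full reaction with DMSO carrier for no effect and no enzyme background for full effect; strong numbers were not always called active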
# Dynein transport cytoplasmic EGFP = second read-out of Dynein transport, no call of its own (marks repeat the call); z-score; measured here: cytoplasmic GR-EGFP intensity; stronger effect = higher value
# Dynein transport nuclear GR-EGFP = also measured in Dynein transport; calls as there; z-score; measured here: nuclear GR-EGFP intensity;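 lower value marks the stronger effect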
# Dynein transport cell count = second read-out of Dynein transport, no call of its own (marks repeat the call); z-score; measured here: cell count per field
# Insulin prom up cell count = second read-out of Insulin prom up, no call of its own (marks repeat the call); cell count; measured here: cytotoxicity, nuclei count;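 total cells summed across four imaged fields per well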
# bCat nuc transl cell count 5 µM = further read-out of bCat nuc transl, marked with its call; cell count; measured here: cell count, cytotoxicity flag
# MT stabilizer Hoechst-high % = also measured in MT stabilizer; calls as there; % Hoechst-high responders; measured here: nuclear condensation Hoechst responders;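 share of cells brighter than vehicle mean plus two SD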
# MT stabilizer cytotoxicity % = recorded beside MT stabilizer, whose call it bears; toxicity, %; measured here: cytotoxicity by cell density;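 0% = mean cell density of plate MIN control wells and 100% = no cells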
# Autophagy HCS cell loss 18 h = recorded beside Autophagy HCS, whose call it bears; toxicity, %; measured here: cell loss, nuclei count;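 cell loss after 18 h compound exposure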
# The depositor's hits bear a star; i = inactive; / = not tested or not shown; + = active, no number. The list is partial; the hit share may differ from the screen's.
# Results follow in this order: NOD2 inhibition	Insulin prom up	Insulin prom up cell count	NOD1 inhibition	bCat nuc transl	bCat nuc transl cell count 5 µM	Autophagy HCS	Autophagy HCS cell loss 18 h	Dynein transport	Dynein transport cytoplasmic EGFP	Dynein transport nuclear GR-EGFP	Dynein transport cell count	MT stabilizer	MT stabilizer Hoechst-high %	MT stabilizer cytotoxicity %	Yfh1-off respiration	P. falciparum M17LAP
- COc1cccc(C(=O)OCCN2CCCCC2)c1
→ 13.6%	-0.22	1256	-11.5%	6.9	1046	i	0.1	0.227	-0.208	0.0141	0.522	2.8	1.7	6.4	i	13.4%
- CSc1ccc2nnc(-c3cccc(F)c3)n2n1
→ 23.2%	/	/	-4.0%	/	/	i	-2.6	-0.318	-0.232	0.12	0.3	6.0	4.3	2.6	i	-2.9%
- CC(c1ccccc1)C1CC(=O)N(c2ccc(C(=O)O)cc2)C1=O (stereo not given)
→ -2.5%	0.98	1196	-7.1%	-1.9	1085	i	-4.5	-0.898	-0.268	-0.625	0.159	2.7	2.2	7.2	i	8.4%
- CCN1CCc2c(sc(NC(=S)NC(=O)c3ccc(Cl)cc3)c2C(N)=O)C1
→ 27.4%	/	/	0.1%	0.1	1339	/	/	-1.4	0.797	-0.432	0.129	/	/	/	i	-3.3%
- CC(C)C(=O)Nc1ccc2nn(-c3ccccc3)nc2c1
→ -226.1%	-0.05	1368	-61.4%	-0.3	1597	i	-3.3	-0.194	-0.334	0.173	0.525	4.7	1.8	17.1	i	-0.8%
- CC1CCCC(C)N1C(=O)CSc1nc2ccccc2c(=O)[nH]1 (stereo not given)
→ 12.2%	0.75	1210	-18.2%	-2.7	1115	i	0.4	0.279	-0.347	0.607	0.317	4.2	4.5	11.4	i	7.0%
- COc1ccccc1N1CCN(C(=O)c2ccc(Cl)c(S(=O)(=O)NCc3ccco3)c2)CC1
→ 2.5%	-0.28	692	24.7%	129.3*	395*	+	27.2*	-0.312	-0.148	0.144	0.233	50.2*	33.3*	40.8*	i	-4.3%
- Nc1c2c(nc3ccc(Br)cc13)N(Cc1ccccc1)CC2
→ 9.4%	/	/	-18.1%	-1.4	932	i	8.3	0.879	-0.212	0.108	-0.534	2.8	3.3	6.3	i	-13.3%
- Cc1cccc(CC(=O)Nc2c3c(nn2-c2cccc(Cl)c2)CS(=O)C3)c1 (stereo not given)
→ 4.9%	-0.14	1274	-5.6%	-2.5	1239	i	-8.0	-0.591	2.7	0.902	-0.829	2.0	2.0	6.2	i	6.7%
- Cc1cnn(C(=O)c2cc(-c3ccccn3)nc3ccc(Cl)cc23)c1
→ 17.7%	0.65	1427	-20.2%	0.9	1444	i	1.9	-0.594	0.0235	0.28	0.0797	4.4	2.1	9.3	i	-3.2%
- COc1nc(NCCO)nc(Nc2ccc([N+](=O)[O-])cc2)n1
→ 3.4%	0.8	1308	-1.2%	-2.9	1267	i	22.9	0.118	0.121	0.639	-1.6	3.6	3.5	6.5	i	31.6%
- COc1ccc(S(=O)(=O)N2N=C(c3ccc(NS(C)(=O)=O)cc3)CC2c2ccco2)cc1 (stereo not given)
→ 6.1%	/	/	19.1%	1.1	1090	i	-32.6	0.176	-0.256	0.128	0.347	1.9	1.7	6.2	i	-1.0%
- CC(C)Nc1ccc(C(CC(N)=O)NC(=O)Cc2ccc(Br)cc2)cc1[N+](=O)[O-] (stereo not given)
→ -52.5%	-0.4	822	-7.4%	-0.1	1328	/	/	0.0594	-0.771	-0.0269	0.0256	/	/	/	i	4.0%
- CCCn1c(=O)c2[nH]c(C3CCCC3)nc2n(CCC)c1=O
→ -2.1%	/	/	-25.1%	-3.2	541	i	8.5	-0.225	-0.274	0.0708	1.59	2.5	3.7	11.9	i	-15.4%
- COc1c2ccoc2c(OC[C@@H](O)C(C)(C)OC)c2oc(=O)ccc12
→ 16.7%	0.33	936	-8.2%	1.8	437	i	29.4	-0.954	-0.299	-0.0588	0.904	3.2	3.8	10.6	i	-11.9%
- CCC(C)[C@H](NC(=O)Nc1ccccc1F)C(=O)O (stereo not given in full)
→ 5.5%	0.09	1158	-12.6%	0.8	1289	/	/	1.2	0.0273	1.28	-1.27	/	/	/	i	-13.0%
- Cc1ccc(C)c(-n2nnnc2SCC(=O)c2c(N)n(C)c(=O)n(C)c2=O)c1
→ 10.8%	0.32	1188	-11.1%	1.6	1054	i	5.7	1.61	0.333	1.41	-1.49	7.0	1.6	23.4	i	-0.9%
- CCC(=O)Nc1ccc(NC(=O)c2ccco2)cc1
→ -34.3%	0.21	1163	-33.5%	-2.7	946	i	7.0	0.416	-0.166	0.81	-0.338	5.3	2.6	8.5	i	7.3%
- c1ccc(CSc2nnc3ccc(-c4ccncc4)nn23)cc1
→ 23.7%	0.65	1303	-20.0%	-2.2	1123	i	1.1	2.13	0.0619	0.843	-1.83	1.5	1.5	0.2	i	14.0%
- NC(=O)c1ccccc1NC(=O)Nc1cccc(Cl)c1
→ 3.6%	-0.21	1852	-5.1%	-1.3	1056	i	-39.1	-0.55	-0.147	-0.37	0.664	2.5	1.5	6.9	i	0.3%
- O=C(O)c1nn(-c2ccc(Cl)cc2)ccc1=O
→ 8.6%	0.37	1244	1.2%	-0.5	1025	i	-2.2	0.697	0.241	0.627	0.514	1.3	1.8	6.3	i	-2.4%
- Cc1ccc(S(=O)(=O)n2nc(OC(=O)C(C)(C)C)cc2N)cc1
→ 3.2%	1.49	1523	-25.6%	3.1	1411	i	8.4	-0.0602	-0.178	0.14	0.0761	2.6	2.2	12.8	/	7.2%
- Cc1ccc(S(=O)(=O)N(CC(=O)NN=C2CCN(C)CC2)c2ccc(C(C)C)cc2)cc1
→ 11.0%	0.22	1236	-20.2%	0.9	1044	i	5.5	1.8	-0.183	1.02	-0.35	2.6	2.6	13.3	i	-1.6%
- O=C(Nc1ccc(N2CCOCC2)nc1N1CCOCC1)c1cccc(C(F)(F)F)c1
→ 2.6%	-0.44	1325	9.1%	-2.0	1160	/	/	0.298	-0.229	0.154	0.156	/	/	/	i	-1.6%
- CCCCN1C(=O)c2ccc(C(=O)Nc3ccc(S(=O)(=O)N(C)C)cc3)cc2C1=O
→ 7.5%	-0.03	1389	-4.7%	-0.1	949	i	12.1	-0.467	-0.246	-0.651	0.573	1.8	2.3	5.9	i	2.3%
- CCOc1c(O)ccc(C2NC(=O)NC(C)=C2C(=O)OC)c1[N+](=O)[O-] (stereo not given)
→ 19.5%	-0.17	1205	-7.0%	-1.3	1073	i	-1.7	-1	-0.296	-0.609	1.2	3.3	1.8	8.8	i	21.8%
- CC1Cc2cc(/C(O)=C3/C(=O)C(=O)N(CCN4CCOCC4)C3c3ccc(C(C)C)cc3)ccc2O1 (stereo not given)
→ 10.1%	0.45	1142	-7.8%	0.0	1389	/	/	-1.29	-0.195	-0.0358	0.246	/	/	/	i	-1.5%
- CNc1nc(SC)n(C)c(=O)c1N=O
→ 13.7%	/	/	-5.2%	-0.2	1338	/	/	0.526	-0.184	0.691	-0.625	/	/	/	i	8.6%
- COc1ccc(/C=N/NC(=S)Nc2ccccc2)cc1COc1ccc(F)cc1
→ 17.7%	0.26	1128	49.3%	/	/	i	5.9	-0.704	-0.338	-0.481	0.883	1.2	3.4	5.3	i	24.2%
- CCC(COC(=O)Nc1cccc(C)c1)NC(=O)OCC(C)C (stereo not given)
→ -6.1%	-0.06	636	5.1%	-6.1	906	i	5.9	-0.636	-0.0866	-0.503	0.513	3.6	2.8	8.6	i	11.3%
- Cc1nn(Cc2ccccc2)c(C)c1NC(=O)c1cc(-c2cccs2)on1
→ 27.3%	-1.45	1251	11.8%	-1.6	931	i	-1.2	0.613	4.51	1.32	-1.17	2.8	2.8	11.2	i	-6.1%
- CCc1nnc(NC(=O)c2cc3c(s2)CCCCC3)s1
→ /	/	/	/	/	/	i	-0.8	-1.05	-0.258	-0.428	0.97	9.2	4.2	97.8	i	/
- O=C(CSc1nn(-c2ccccc2)c(=S)s1)Nn1cnnc1
→ 3.7%	1.29	1125	-24.8%	1.0	848	i	1.7	-0.465	5.05	1.25	-0.88	3.8	2.1	8.0	/	5.7%
- CCCCOC(=O)c1ccc(NC(=O)CSC2=Nc3ccccc3C3CC=NN23)cc1 (stereo not given)
→ -5.7%	/	/	-65.3%	-7.6	1291	i	-4.5	0.496	-0.0705	0.955	-0.261	2.0	2.8	4.9	i	13.3%
- Cc1cc2nc[nH]c2cc1[N+](=O)[O-]
→ 1.1%	0.36	1071	-19.3%	1.2	1101	i	31.1	-0.107	-0.371	-0.349	0.634	2.6	2.6	6.9	i	54.6%
- COc1ccc(Cl)cc1NC(=O)CNCC(c1ccccc1)N(C)C (stereo not given)
→ 13.8%	1.43	1073	-9.7%	0.7	1017	i	0.0	0.417	-0.313	0.016	-0.85	4.2	1.6	11.3	i	16.0%
- C=C1CN(CC(=O)OC)S(=O)(=O)c2ccccc21
→ 0.0%	1.02	913	2.8%	2.4	1116	/	/	-0.828	-0.769	-0.437	0.574	/	/	/	i	13.8%
- O=C(NCCCN1CCOCC1)c1ccccc1NS(=O)(=O)c1ccc(F)cc1
→ 19.2%	-1.09	1192	-17.7%	4.2	1018	i	15.7	-0.5	-0.282	0.0866	1.64	5.7	1.2	8.7	i	5.2%
- FC(F)(F)c1cccc(-c2ccc(/C=N/Nc3nncc(-c4ccccc4)n3)o2)c1
→ -11.8%	0.11	1484	-58.3%	1.7	911	i	-12.8	-0.168	-0.199	-0.667	0.139	3.0	3.8	9.8	i	8.8%
